Mtb RmlCD inh = inhibitors of Mycobacterium tuberculosis RmlC and RmlD coupled enzymes. RmlC+RmlD coupled enzyme assay, percent inhibition; primary screen in compound mixtures. inhibition, % at 3.6 µM. 160,000 tested, 0.03% active. AID 1533; in the data active means inhibition mostly above about 34%, no sharp cut-off; inconclusive means no clear call, values can overlap the other calls; inactive means mostly below about 22%; further: some results filed as inactive read as strong as hits
Target sequence (P9WH09 whole entry, looked up): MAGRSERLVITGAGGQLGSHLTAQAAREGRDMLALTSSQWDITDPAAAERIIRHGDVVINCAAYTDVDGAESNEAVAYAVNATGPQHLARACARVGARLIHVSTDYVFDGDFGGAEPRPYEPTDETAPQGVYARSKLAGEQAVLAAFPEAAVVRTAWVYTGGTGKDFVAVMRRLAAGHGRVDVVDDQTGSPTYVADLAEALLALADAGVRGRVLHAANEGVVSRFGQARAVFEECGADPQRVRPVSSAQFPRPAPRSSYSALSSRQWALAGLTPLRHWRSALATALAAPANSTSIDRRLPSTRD
Target sequence (P9WH11 whole entry, looked up): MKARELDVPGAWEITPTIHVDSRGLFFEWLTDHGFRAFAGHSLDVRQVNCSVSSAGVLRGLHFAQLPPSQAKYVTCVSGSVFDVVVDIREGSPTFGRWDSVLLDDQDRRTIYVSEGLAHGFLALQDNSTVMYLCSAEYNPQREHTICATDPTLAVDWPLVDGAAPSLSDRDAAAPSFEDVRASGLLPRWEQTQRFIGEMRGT
GlmU inhibition = inhibition of mycobacterial GlmU enzyme – biochemical, glucosamine-1-phosphate acetyltransferase (AID 1376). M. tuberculosis GlmU acetyltransferase enzyme assay; higher % means a stronger effect. inhibition, %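 (tested at 30 µM in the primary screen)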; hits with a dose series show IC50 in µM. 220,000 tested, 0.25% active; in the data active means inhibition above about 13%; inconclusive means no clear call, values can overlap the other calls;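 further: 0% = complete reaction with vehicle and 100% = reaction without substrate; strong numbers were not always called active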
Active calls of the source: *; ? = inconclusive; . = no result given.

SMILES	Mtb RmlCD inh	GlmU inhibition
CC(CN(C)Cc1ccccc1)OC(=O)c1cccc(F)c1 (stereo unspecified)	7.0	-5.0%
O=C1c2ccccc2C(=O)c2c1ncn2-c1ccccc1	-7.8	-3.1%
Cc1cc(C)cc(OCC(=O)OCc2nnc(-c3ccccc3)o2)c1	-16.4	-1.5%
O=C(/C=C/c1ccccc1)NCCc1ccccc1	.	-1.8%
O=C1NC(c2ccccc2)Nc2c1sc(=S)n2-c1ccccc1 (stereo unspecified)	-2.4	-2.1%
CCN(Cc1ccccc1)C(=O)c1ccc(Cl)cc1[N+](=O)[O-]	1.2	-2.4%
CCN(CC)c1ccc(NC(=O)c2[nH]c(C)c(C(C)=O)c2C)c(C)c1	-8.6	-1.3%
CCOC(=O)Nc1sc(C)c(C)c1C(=O)OCC	1.4	0.7%
CCOC(=O)c1nn(-c2ccccc2F)c(-c2ccccc2)c1C(=O)c1ccccc1	16.7	-5.8%
CCOc1ccc(-n2c(SCc3ccc(C(=O)OC)o3)nc3c(c2=O)SCC3)cc1	-2.6	-6.4%
COc1ccc(S(=O)(=O)N2CCCC(C(=O)Nc3ccc(OC)c(OC)c3)C2)cc1 (stereo unspecified)	-18.3	3.0%
CCOC(=O)N1CCN(S(=O)(=O)c2cccs2)CC1	.	3.8%
CCN(CC)S(=O)(=O)c1ccc(NC(=O)c2ccc(Cl)nc2)cc1	-38.2	3.0%
COc1ccc(C(=O)Nc2cccc(OC(=O)c3ccc(C)c(C)c3)c2)cc1	9.6	.
Cc1nnc(SCC(=O)Nc2sc3c(c2C#N)CCCCC3)n1N	.	0.7%
CC(=O)Nc1ccc(NC(=O)c2c(C)nc3ccccn23)cc1	8.3	-6.4%
O=C1CSc2ccc(C(=O)NCC(c3ccco3)N3CCCCC3)cc2N1 (stereo unspecified)	0.7	0.6%
CCC(CC)c1nnc(NC(=O)c2cc(-c3ccccc3)nc3ccccc23)s1	5.9	-4.8%
Cc1cccc(C)c1NC1=NCCCCS1	-4.7	7.2%
CCOc1ncccc1C(=O)OCc1ccc(Cl)cc1	-9.2	-3.0%
O=c1c2cnn(-c3ccccc3)c2ncn1Cc1ccccn1	.	-0.3%
COc1ccc(S(=O)(=O)N/N=C/c2ccc(OCCN3CCOCC3)c(OC)c2)cc1	-5.6	-5.3%
CCOC(=O)Cc1csc(NC(=O)C2CCCCC2C(=O)O)n1 (stereo unspecified)	-7.9	-1.4%
CCOc1ccccc1NC(=O)c1ccc([N+](=O)[O-])cc1	7.0	8.2%
CCOc1ccc(C(=O)NCCC(=O)NCCCC(=O)O)cc1	.	1.5%
COc1cccc(-c2nc(NCCN3CCOCC3)c3ccccc3n2)c1O	.	-0.1%
COc1oc(-c2ccc(Cl)cc2)nc1C(F)(F)F	.	0.1%
Cc1ccc(CCN2C(=O)CCC2(C)C(=O)NCc2cccnc2)cc1 (stereo unspecified)	.	7.1%
COc1cccc(-n2nc(-c3ccnn3-c3ccccc3)c(=O)n(C)c2=O)c1	14.3	-4.8%
Oc1ccc(NC(=S)N=Nc2c(O)[nH]c3ccc(Br)cc23)cc1	7.1	0.9%
COc1ccc(S(=O)(=O)Nc2cccc(N(C)S(C)(=O)=O)c2)cc1C	9.3	4.2%
Cc1ccc(-n2c(C3CC3c3ccc(Cl)cc3)n[nH]c2=S)cc1 (stereo unspecified)	5.4	5.4%
COc1ccc(N(CC(=O)Nc2cc(OC)ccc2OC)S(C)(=O)=O)cc1	60.4	7.4%
OCCN1CCN(CC(O)C(F)(F)F)CC1 (stereo unspecified)	5.1	0.8%
O=C(N/N=C/c1cccc(F)c1)NC1CCCCC1	-6.8	0.7%
C/C(=N\NC(=O)c1ccc(Cn2cc([N+](=O)[O-])cn2)o1)c1cccc(NC(=O)C(C)C)c1	-6.7	5.1%
O=C(NC(CSSCC(NC(=O)c1ccccc1)C(=O)O)C(=O)O)c1ccccc1 (stereo unspecified)	-8.2	2.6%
N=C(N)SCC1=CCS(=O)(=O)C1	.	2.3%
COc1ccccc1OCC(=O)NNC(=O)Nc1ccc(Cl)cc1	-15.2	1.7%
CC1=CC(=O)C=C(C)C1=NOc1ccccc1[N+](=O)[O-]	-2.0	6.2%
O=C(CSc1nc(-c2ccco2)cc(C(F)(F)F)n1)Nc1ccc2c(c1)CCC2	-4.6	6.1%
O=C(Nc1cccnc1)c1cc(F)cc(F)c1	.	3.1%
C/C=C/C(=O)OCC(=O)Nc1cc(OC)c([N+](=O)[O-])cc1C	-9.9	-4.6%
O=C(Nc1ccccn1)C12CC3CC(C1)CC(C(=O)Nc1ccccn1)(C3)C2	.	-1.0%
O=C1NC[C@@H](Cc2ccc(O)cc2)N(CCc2cccc3ccccc23)C1=O	-7.8	4.2%
O=C(O)CCCn1cc(NC(=O)COc2ccc([N+](=O)[O-])cc2)cn1	-9.4	0.7%
CC(=O)Nc1ccc(S(=O)(=O)Oc2ccc3c(c2)C(C)=CC(C)(C)N3)cc1	.	0.1%
COc1ccc(C2/C=C\CN(C(=O)C3CC3)CC(=O)N2Cc2ccc(F)cc2)cc1 (stereo unspecified)	-8.9	6.8%
N/C(=N\O)c1ccc(NC(=O)c2ccc(Br)o2)cc1	-6.8	1.8%
CC(=O)Nc1ccc(NC(=O)C2CCCN2S(=O)(=O)c2cccc3nsnc23)cc1 (stereo unspecified)	-13.9	7.3%
COc1cc2c(cc1NC(=O)/C=C/c1cc(OC)c(OC)c(OC)c1)oc1ccccc12	-3.5	0.5%
O=C(N/N=C/c1ccc([N+](=O)[O-])o1)c1cc(-c2cccc(Br)c2)nc2ccccc12	-5.3	-0.9%
O=C(CN1CCC(C(=O)c2cccc(F)c2)CC1)NCc1cccs1	.	-1.0%
O=C(/C=C/c1cccs1)c1ccc(N2CCOCC2)cc1	.	1.6%
COc1cccc(NC(=O)CSc2nncn2-c2ccccn2)c1	28.9	-3.3%
CCOC(=O)c1c(NC(=O)CCC(=O)O)sc2c1CC(C)(C)OC2	.	3.6%
COC(=O)[C@@H]1C[C@H]2CC[C@H](O)C[C@H]2N1Cc1ccc(-c2ccccc2)cc1	.	0.5%
Cc1cc(C)c2c(N)c(C(=O)c3ccccc3Cl)sc2n1	-9.7	-0.1%
Cc1ccc2cc3cc(C(=O)N4CCC5(CC4)OCCO5)oc3nc2c1	8.1	-0.7%
Cc1cc(N2CCN(C(=O)c3ccco3)CC2)n2nc(-c3cccc(F)c3)cc2n1	.	-0.8%

Rewritten as a markdown table: entries from further up.
| canonical_smiles | Mtb RmlCD inh | GlmU inhibition |
| --- | --- | --- |
| Cc1ccc2cc3cc(C(=O)N4CCC5(CC4)OCCO5)oc3nc2c1 | 8.1 | -0.7% |
| Cc1cc(N2CCN(C(=O)c3ccco3)CC2)n2nc(-c3cccc(F)c3)cc2n1 | . | -0.8% |

(more compounds)
SMILES	Mtb RmlCD inh	GlmU inhibition
Cc1nn(C)c(C)c1Nc1ccc(N2C(=O)C3CC=CCC3C2=O)cc1[N+](=O)[O-] (stereo unspecified)	13.6	-0.9%
CCC(C)NC(=O)c1cc(OC)c(OC)c(OC)c1 (stereo unspecified)	-5.0	6.7%
Cc1ccc(-c2noc(CCC(=O)NCCN3CCN(Cc4ccccc4)CC3)n2)cc1	-5.8	0.5%
CCn1cc(C(=O)NCc2ccco2)c(=O)c2cc(S(=O)(=O)N3CCC(C)CC3)ccc21	-4.2	1.3%
O=C(CC1SC(=Nc2ccc(OC(F)F)cc2)N(CCN2CCOCC2)C1=O)Nc1ccc(F)cc1F (stereo unspecified)	11.7	-0.3%
COc1ccc(CNC(=O)COC(=O)c2c[nH]c(=O)[nH]c2=O)cc1OC	.	-0.1%
Cc1cc(C)nc(N2CCC(C(=O)NCCc3ccc(F)cc3)CC2)n1	5.7	.
CCC1CCCCN1C(=O)CSc1nnc(-c2ccc(Cl)s2)o1 (stereo unspecified)	?	1.4%
CS(=O)(=O)N1CCC(C(=O)N2CCN(c3ccccc3)CC2)CC1	7.6	0.0%
Cc1cc(C)nc(NS(=O)(=O)c2ccc(N3Cc4ccccc4C3=O)cc2)n1	38.7	5.0%
Cc1ccc2cc(CN(CC3CCCO3)S(=O)(=O)c3ccccc3)c3nnnn3c2c1 (stereo unspecified)	-7.8	5.1%
CC1CCN(CC(O)COc2ccc(F)cc2)CC1 (stereo unspecified)	-4.5	1.9%

Single records, as listed above. Order of screens: Mtb RmlCD inh	GlmU inhibition
Results for COc1cccc(NC(=O)CSc2nncn2-c2ccccn2)c1 : 28.9	-3.3%
Results for COc1cc2c(cc1NC(=O)/C=C/c1cc(OC)c(OC)c(OC)c1)oc1ccccc12 : -3.5	0.5%
Results for O=C(CN1CCC(C(=O)c2cccc(F)c2)CC1)NCc1cccs1 : .	-1.0%
Results for Cc1ccc2cc(CN(CC3CCCO3)S(=O)(=O)c3ccccc3)c3nnnn3c2c1 (stereo unspecified) : -7.8	5.1%

Further compounds follow.
SMILES	Mtb RmlCD inh	GlmU inhibition
CCOC(=O)c1c(NC(=O)C(=O)N/N=C/c2ccccc2O)sc2c1CCCCC2	-1.7	1.2%
Cc1noc(NS(=O)(=O)c2ccc(N/C=C\C(=O)c3ccc(F)cc3)cc2)c1C	-8.2	4.6%
C=CCn1c(SCC)nc(O)cc1=O	24.2	1.9%
Cc1cc(=O)c2c(O)c(O)ccc2o1	4.0	2.7%
Cc1cc(C=C2C(=O)NC(=O)NC2=O)c(C)n1-c1ccncc1	7.0	-9.9%
COc1ccc(C(CNC(=O)c2ccc3c(c2)C(=O)N(CCC(C)C)C3=O)N2CCOCC2)cc1 (stereo unspecified)	.	0.8%
Cc1ccc(CN2CCN(CCCc3ccccc3)CC2CCO)cc1 (stereo unspecified)	.	-2.4%
COC(=O)c1ccc(COc2ccccc2/C=N/Nc2cccc(C(=O)O)c2)cc1	-19.1	-1.4%
Cc1ccc(S(=O)(=O)N2CCCCC2)cc1NC(=O)Cn1ccc(C(F)(F)F)n1	-27.4	2.1%
CC(=O)c1ccc(OCC(O)CNCc2ccc3c(c2)OCO3)cc1 (stereo unspecified)	-1.0	3.1%
Cc1cc(C)nc(SCc2nc3ccccc3n2C)n1	.	1.2%
Cc1ccc(SCc2c(C(=O)N/N=C/c3ccccc3)nnn2-c2nonc2N)cc1	.	3.0%
Cc1ccc[n+](CC(=O)Nc2cc(C(F)(F)F)ccc2Cl)c1	7.6	-4.0%
C/C(=N\NS(C)(=O)=O)c1ccc(C)cc1	.	-4.2%
COc1ccc(N=C2NC(=O)/C(=C\c3ccco3)S2)cc1	-8.7	6.9%
C=CCNC(=S)NNc1ncnc2sc3c(c12)CC(C)(C)OC3	.	0.2%
O=C(/C=C/c1c(F)cccc1Cl)Nc1nc2ccccc2[nH]1	-8.2	-0.6%
COc1cc(/C=C(\C#N)c2nc3ccc(C)cc3[nH]2)c([N+](=O)[O-])cc1OC	7.2	2.9%
Cc1cc(=O)[nH]c2c1c(C)nn2-c1ccccc1	.	-4.8%
COCCNc1nc2nonc2nc1N(C)Cc1cccc2cnccc12	55.3	-1.1%
CCCCNC(=O)COC(=O)c1ccc(NS(=O)(=O)c2ccc3c(c2)OCCO3)cc1	0.8	6.7%
C=CCn1c(=NC(=O)c2cc(-c3cccs3)nc3ccccc23)sc2cc(S(N)(=O)=O)ccc21	-9.6	6.7%
CSc1ccccc1C(=O)Nc1cc([N+](=O)[O-])ccc1C	-3.4	-2.2%
O=C(CSCc1ccccc1F)NCc1ccccc1	2.1	-2.9%

An excerpt of these results, in markdown:
| SMILES | Mtb RmlCD inh | GlmU inhibition |
| --- | --- | --- |
| COc1ccc(N=C2NC(=O)/C(=C\c3ccco3)S2)cc1 | -8.7 | 6.9% |
| O=C(CSCc1ccccc1F)NCc1ccccc1 | 2.1 | -2.9% |
| Cc1cc(=O)[nH]c2c1c(C)nn2-c1ccccc1 | . | -4.8% |

Other compounds
SMILES	Mtb RmlCD inh	GlmU inhibition
COCc1ccc(CN2CCc3c([nH]c4ccccc34)C2C(C)(C)C)o1 (stereo unspecified)	1.0	1.5%
O=c1[nH]c(CSc2ncnc3sccc23)nc2cc(C(F)(F)F)ccc12	.	-2.9%
Cc1ccc(C)c(CSc2nc3ccncc3n2CC(=O)Nc2ccc(C)c(C)c2)c1	.	-6.8%
O=C(CN1CCC(C(O)(c2ccccc2)c2ccccc2)CC1)Nc1cc(Cl)ccc1Cl	.	-0.3%
O=C(N/N=C/c1ccc([N+](=O)[O-])cc1)c1ccc(COc2ccccc2-c2ccccc2)cc1	-8.6	-3.2%
CCOP(=O)(OCC)C(Nc1ccccc1)c1ccccc1C(F)(F)F (stereo unspecified)	-13.2	5.9%
Cn1c(C(=O)NCCc2ccccc2)cc(=O)n(C)c1=O	9.0	0.5%
COC(=O)C1CCN(C(=O)c2cc(OC)c(OC)c(OC)c2)CC1	11.1	-1.8%
CSc1nc(C)cc(-n2cc(F)c(=O)[nH]c2=O)n1	0.6	-1.3%
O=c1c2c3c(sc2n2c(=S)[nH]nc2n1-c1ccccc1)CCC3	1.8	-5.3%
COc1ccc(Nc2nc(NN)nc(C)c2[N+](=O)[O-])cc1	-9.8	-1.0%
CC1CCC(NC(=O)CN2C(=O)COc3ccc(S(=O)(=O)N4CCCC4)cc32)CC1 (stereo unspecified)	-8.8	-1.9%
COc1ccc(OC)c(CN2CCCC(CO)C2)c1 (stereo unspecified)	12.3	4.5%
CCc1cccc2c(SCC(=O)NCC3CCCO3)nc(-c3ccc(F)cc3)nc12 (stereo unspecified)	-1.9	-2.4%
Nc1nsc2ccccc12	6.1	3.3%
COC(=O)CSc1cc([N+](=O)[O-])cc2c1c(C1OCCO1)nn2-c1ccccc1	-2.6	0.8%
O=C(O)c1ccccc1-c1ccccc1C(=O)Nc1cccc(O)c1	5.4	4.6%

Assay outcomes: PubChem BioAssay, several laboratories

An excerpt (hit frequency here may not be typical).
